FBPA coupling cs = qHTS Assay for Inhibitors of Fructose-1,6-bisphosphate Aldolase from Giardia Lamblia: Coupling assay counterscreen | coupling enzyme system counterscreen, AmpLite Red fluorescence | activity change, negative = inhibition, % at 58.2 µM, hits read low | hit rate 0.67% among 290,000 | AID 2472, 2010; in the data active = activity change below about -30%; also: % is scaled to controls: 0 for no effect and ±100 for the full control effect
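Activity here indicates interference with the coupling reaction, not aldolase inhibition. Compounds at 57.5 uM final met coupling enzymes for 10 min at RT; substrate and AmpLite Red detection followed, with a 525/598 nm fluorescence read after 20 min.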
CXXC DNA block = qHTS Fluorescence Polarization Assay for Inhibitors of MLL CXXC domain - DNA interaction | Histone-lysine N-methyltransferase 2A (Homo sapiens), Q03164 | MLL-CXXC / FITC-HOXA9 DNA fluorescence polarization | Potency, µM (titrated, usually from 115 µM), without a hit: top-dose activity change, negative = inhibition, usual class: inhibitors | hit rate 0.037% among 290,000 | AID 2662, 2010; active = well fitted inhibition curve with a large enough effect in the polarisation, with a control signal flat, not every such curve was filed as active; inconclusive = small, poorly fitted or top-dose-only effect, or effect the other way, or a change in a side signal; inactive = no such curve, though single readings can be large or run the other way; the % refers to the polarisation; also: potency is read from the fitted curve at half-maximal effect
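Steps: dispense CXXC domain solution (7 uM) → pin compounds or unlabeled HOX-A9 DNA control → 5 min ambient → add FLSN-HOX-A9 solution (50 nM) → spin → 30 min ambient → fluorescence polarization. Tris pH 7.5/NaCl/DTT/BSA buffer.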
BCR signal inh = qHTS Assay to Find Inhibitors of Chronic Active B-Cell Receptor Signaling; ABC-DLBCL IkBa-CBG/CBR reporter, luminescence ratio, 4 h; Potency, µM (top dose mostly 46.1 µM), inactives show top-dose ratio change, negative = lower green/red ratio, hits mostly inhibitors; hit rate 0.05% among 340,000; active = well fitted inhibition curve with a large enough effect in the signal ratio, with a control signal flat, not every such curve was filed as active; inconclusive = small, poorly fitted or top-dose-only effect, or effect the other way, or a change in a side signal; the % refers to the signal ratio;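 also: potency is read from the fitted curve at half-maximal effect; plate controls were basal doxycycline-induced cells for no effect and cells given 10 µM MG132 for full effect; MG132 reads +100%, hits lower the ratio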
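TMD8 human ABC-DLBCL cells with doxycycline-inducible IκBα–green luciferase fusion and unfused red luciferase, in 0.5% FBS medium; compounds up to 46 uM, 4 h at 37C. Green/red luminescence ratio, filter-overlap corrected, fitted to concentration-response curves.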
GALK inhibitor = qHTS Assay for Inhibitors of Human Galactokinase (GALK); Purified GALK, Kinase-Glo residual ATP luminescence; AID 1868, 2009; hit rate 0.007% among 270,000; Potency, µM (series often up to 57.5 µM), for inactives: at the top dose activity change, negative = inhibition, hits mostly inhibitors; P51570; also: potency is read from the fitted curve at half-maximal effect; % is scaled to controls: 0 for no effect and ±100 for the full control effect
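Quantitative HTS: GALK 5 nM, ATP 35 uM, galactose 100 uM, 1 h room temperature, then luciferase-based ATP detection.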
Tb PFK block = qHTS Assay to Find Inhibitors of T. brucei phosphofructokinase. ATP-dependent 6-phosphofructokinase (Trypanosoma brucei brucei), O15648. T. brucei PFK, ADP-Glo luminescence. Potency, µM (doses to about 57.5 µM), for the others: at the highest dose activity, negative = inhibition, usual class: inhibitors. hit rate 0.17% among 330,000. AID 485367, 2010;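 also: potency is read from the fitted curve at half-maximal effect; 0% = uninhibited 1x PFK enzyme wells and -100% = no-enzyme wells; nearly all actives have a fitted effect of over 60% in size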
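In TEA buffer at pH 8.0 with 5 mM MgCl2, enzyme (1.25 nM) converted F6P (0.5 mM) and ATP (0.1 mM) for 45 min at room temperature. ADP product was read by luciferase luminescence.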
TSHR antagonist = Antagonists of the Thyroid Stimulating Hormone Receptor: HTS campaign; TSHR-expressing cells, TSH-stimulated cAMP HTRF, 2 h; hits give low values; activity change, negative = inhibition, % at 11.5 µM; hit rate 0.2% among 330,000; AID 504810, 2011;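 active = activity change below a set negative limit, meaning inhibition stronger than a set level, cut at about -70% in these data; inconclusive = activity change between two set negative limits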; also: % is scaled to controls: 0 for no effect and ±100 for the full control effect
Target sequence (P16473 whole entry, looked up): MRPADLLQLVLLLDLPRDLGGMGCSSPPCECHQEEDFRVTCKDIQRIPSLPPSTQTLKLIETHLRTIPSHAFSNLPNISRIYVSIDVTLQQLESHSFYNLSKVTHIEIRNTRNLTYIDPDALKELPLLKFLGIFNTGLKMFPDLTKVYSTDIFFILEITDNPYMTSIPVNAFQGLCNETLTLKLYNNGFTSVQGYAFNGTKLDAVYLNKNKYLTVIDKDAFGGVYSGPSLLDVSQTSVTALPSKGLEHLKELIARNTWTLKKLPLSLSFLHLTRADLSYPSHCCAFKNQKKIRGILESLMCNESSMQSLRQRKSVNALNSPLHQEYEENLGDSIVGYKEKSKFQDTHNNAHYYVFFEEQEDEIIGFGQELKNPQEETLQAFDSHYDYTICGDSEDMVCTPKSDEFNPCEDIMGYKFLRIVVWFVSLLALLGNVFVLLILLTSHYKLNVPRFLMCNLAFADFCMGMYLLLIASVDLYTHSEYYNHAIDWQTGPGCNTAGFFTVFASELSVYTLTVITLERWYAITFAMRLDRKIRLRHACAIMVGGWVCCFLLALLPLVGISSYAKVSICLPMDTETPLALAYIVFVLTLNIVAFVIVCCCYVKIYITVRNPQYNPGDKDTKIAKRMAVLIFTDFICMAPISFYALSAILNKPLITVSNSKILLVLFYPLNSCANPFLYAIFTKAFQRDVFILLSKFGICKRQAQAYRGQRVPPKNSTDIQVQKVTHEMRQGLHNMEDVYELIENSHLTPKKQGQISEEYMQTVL
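Competitive HTRF cAMP read-out (cryptate anti-cAMP antibody, cAMP-d2; 30 min, room temperature) in freshly harvested TSHR cells. Compounds added before TSH at EC80 (4nM final), followed by 2 hours' incubation at 37 deg C.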
Giardia kill = Small Molecules that selectively kill Giardia lamblia: qHTS | Giardia lamblia trophozoite viability | activity change, % at 7.66 µM, hits read low | hit rate 0.15% among 340,000 | AID 540267, 2011; in the data active = activity change below about -80%; inconclusive = between about -30% and that limit;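 also: parasites exposed to compound for two days anaerobically before the ATP read; % is scaled to controls: 0 for no effect and ±100 for the full control effect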
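Luminescence from cellular ATP indicates surviving trophozoites (100 cells/well) following 48 hrs anaerobic compound treatment at 37 deg C; signal develops 15-30 min at room temperature.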
TCR activator = Activators of T cell receptors: qHTS campaign; primary human leukocytes, anti-CD3, IL-2 HTRF, 48 h; Potency, µM (highest dose often 9.22 µM), inactives show at the highest dose activation of IL-2 secretion, hits mostly activators; 330,000 tested, under 10 active; AID 504894, 2011; also: % of control where 0% means no effect
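Readout: HTRF IL-2, Eu-cryptate/d2 antibody pair, 320nm excitation, 665nm emission. Stimulus: a-CD3 beads, no co-stimulation. Cells: primary human leukocytes. Exposure: 48 hr with compound.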
AT treatment = qHTS Assay for Identifying a Potential Treatment of Ataxia-Telangiectasia | […] A-T fibroblasts, KAP-1 phosphorylation AlphaLISA; neocarzinostatin DNA damage 30 min before lysis | Potency, µM (highest dose often 57.5 µM), without a hit: at the top dose activation, actives largely listed as activators | hit rate 0.19% among 320,000 | AID 485349, 2010; also: potency is read from the fitted curve at half-maximal effect; % of control where 0% means no effect; nearly all actives have a fitted effect of over 45% in size
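ATM-like activity read as KAP-1 phosphorylation via AlphaLISA donor/acceptor antibody pairs after lysis and 6 hr at 25C. Cells were ATM-null patient fibroblasts ([…], hTERT), dosed 60 min, then exposed to the DSB inducer NCS for 30 min.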
hERG WT inh = qHTS for Inhibitors of KCHN2 3.1: Wildtype qHTS; hit rate 0.37% among 340,000; AID 720551, 2013; U2OS, BacMam KCNH2, thallium flux FluxOr; hits give low values; activity change, % at 1.84 µM;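 active = maximum activity change below -70%; inconclusive = maximum activity change between -70% and -50%; inactive = maximum activity change above -50%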; also: % is scaled to controls: 0 for no effect and ±100 for the full control effect
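U2OS cells transduced with wild-type KCNH2 virus are loaded with FluxOr dye for 45 min, and thallium flux is measured in kinetic reads before and after stimulation buffer. Rate constants are normalized to DMSO controls.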
* marks the source's active call; other numbers are inactive results; u = inconclusive; x = not tested or not shown; & = joins results of further samples; [ ] = another dose, or the depositor's remark. Unless noted, calls follow the shape of the dose curve; as a rule, active = well fitted curve in the direction sought with a large enough effect; inconclusive = small, poorly fitted or top-dose-only effect, or another doubt; inactive = no such curve, though single readings can be large; an effect the other way counts as inactive or inconclusive.

SMILES	FBPA coupling cs	CXXC DNA block	BCR signal inh	GALK inhibitor	Tb PFK block	TSHR antagonist	Giardia kill	TCR activator	AT treatment	hERG WT inh
CCN1C(=O)N(CC)C(=O)C2(Cc3ccccc3N3CCN(c4ccccc4)CC32)C1=O (configuration not stated)	-18	13%	u	0%	0%	0	13	2%	u	-1
COc1ccc(OC)c(NP(=O)(Oc2ccccc2)Oc2ccccc2)c1	1	4%	-4%	1%	0%	-7	-4	-6%	14%	0
CCOC(=O)c1ccc(-[n+]2c(-c3ccccc3)cc(-c3ccccc3)cc2-c2ccccc2)cc1	x	x	u	x	0%	-22	17	13%	8%	-12
COC(=O)COc1cc(C)cc2oc(=O)c3c(c12)CCCC3	4	2%	-4%	1%	16%	-21	0	2%[46.1 µM]	1%	-3
CC1SC2(CN3CCC2CC3)NC1=O (configuration not stated)	1	-2%	-1%	4%	-1%	14	-5	-1%	-1%	0
CCCCN1C(=O)C(C2c3ccccc3C(=O)N2Cc2ccccc2)C(=O)NC1=S (configuration not stated)	10	7%	0%	-7%	-3%	5	-1	1%	0%	-4
COC(=O)C(O)(c1ccc(N(C)C(=O)c2ccc(Cl)c(Cl)c2)cc1)C(F)(F)F (configuration not stated)	5	-2%	-1%	0%	1%	6	12	-6%[46.1 µM]	3%	-9
CC(C)c1ccc(N2C(=O)NC(=O)/C(=C\c3cnc(-c4ccccc4)nc3)C2=O)cc1	11	-28%	2%	2%	-4%	-6	-21	6%	-4%	-2
COC(=O)C1=C(c2ccc(F)cc2F)C[C@@H]2CC[C@H]1N2C(=O)NCCOc1ccccc1	x	x	3%	x	-1%	14	19	1%	11%	1
CCCCN1C(=O)NC(=O)C2(Cc3c(nc4ccccn4c3=O)N3CCc4ccccc4C32)C1=O (configuration not stated)	3	-10%	-1%	3%	-2%	-19	-4	-1%	3%	-6
Cc1ccccc1-n1c(-c2ccc([N+](=O)[O-])cc2)nc2ccccc2c1=O	2	10%	10%	-3%	-5%	1	-26	5%[46.1 µM]	1%	4
O=C(CN1CCOCC1)c1ccc(Br)cc1	6	1%	u	0%	-3%	2	-16	2%	0%	3
O=C1N(c2cccc(Cl)c2)C(c2cccnc2)N2CCCN12 (configuration not stated)	-1	-1%	5%	4%	-1%	17	5	1%	-2%	-15
COc1cc2c(cc1OC)C(c1c(O)n(CCc3ccccc3)c(=S)[nH]c1=O)NCC2 (configuration not stated)	1	3%	5%	-2%	1%	-3	-5	2%	1%	2
Cn1nnnc1NCc1ccc(Cl)c(Cl)c1	3	-12%	1%	0%	11µM*	23	24	7%	-3%	7
COc1cc2c(cc1OC)-c1c(OC)c(OC)cc3c1[C@H](C2)[N+](C)(C)CC3	2	4%	0%	x	3%	-3	-20	-3%	-8%	1
CC(O)CNc1ccc([N+](=O)[O-])c2cccnc12 (configuration not stated)	-13	5%	-3%	1%	0%	0	9	1%[46.1 µM]	-7%	19
CCCCNC(=O)Nc1ccc(C(O)(C(=O)OCC)C(F)(F)F)cc1 (configuration not stated)	2	8%	-17%	3%	5%	0	1	x	14%	-7
O=c1cc(-c2ccc(O)c(O)c2)oc2cc(O)cc(O)c12	-3&-2&-6&-4	11%	u	-17%	u	-1	30	-4%	6%	-2
CCOP(=O)(OCC)C(NC(=O)c1ccc(Cl)cc1)=C(Cl)Cl	1	-7%	9%	-2%	4%	24	4	5%	-1%	-5
COCCCn1c(N)c(C(=O)OCCOC)c2nc3ccccc3nc21	-18	4%	24%	-3%	3%	16	3	-8%	4%	-1
O=c1c2ccccc2nc2n1CCC2	4	-23%	-8%	-13%	u	-24	7	3%	9%	-3
O=C1CC(c2ccc(O)cc2)Oc2cc(O)cc(O)c21 (configuration not stated)	6&10&-1	24%	-2%	5%	u	-12	11	1%	2%	-1
Cc1cccc(OCCCn2c(=O)oc3ccccc32)c1	-10	39%[activator]	u	-2%	0%	11	-6	4%	7%	3
Cc1ccc(-n2c(O)c(C=NCCN3CCNCC3)c(=O)[nH]c2=S)cc1	3	4%	-4%	-1%	-3%	-1	17	1%	-7%	0
CCOC(=O)CC1=C(C(=O)OCC)C2(C(=O)Nc3ccccc32)C(C#N)=C(N)O1 (configuration not stated)	-1	0%	8%	0%	-2%	17	0	-10%	4%	-6
COC(C)(C)CCCC(C)C/C=C/C(C)=C/C(=O)OC(C)C (configuration not stated)	1	-3%	0%	x	-1%	65	24	-3%	27%	-6
CCN(CC)C(=O)c1ccc(NC(=O)c2c(C)noc2C)cc1	x	x	-1%	x	-2%	6	-2	-5%	2%	1
CCCN(CCC)C1CCc2cccc(O)c2C1 (configuration not stated)	x	-3%	x	x	x	-6	12	-1%	x	-6
Cc1c(C=O)c2ccccc2n1Cc1cccc(F)c1	3	7%	-7%	2%	1%	2	-3	5%[46.1 µM]	4%	-4
c1ccc(C(OCCN2CCNCC2)c2ccccc2)cc1	1	-2%	5%	-1%	3%	4	8	1%	-2%	-3
O=Cc1cn(Cc2cccc([N+](=O)[O-])c2)c2ccccc12	-4	-2%	-13%	3%	u	10	10	1%[46.1 µM]	-6%	-7
O=C1NC(=O)N(c2ccc3c(c2)OCO3)C(=O)/C1=C/c1ccsc1	-1	-25%	6%	0%	0%	-6	8	8%	-2%	-9
CC(C)CNP(=S)(c1ccccc1)C(C)(C)C (configuration not stated)	-2	-4%	0%	-3%	-2%	-1	16	-3%	0%	-3
COc1ccc(-n2c(O)c(C(C)=NCc3ccc4c(c3)OCO4)c(=O)[nH]c2=O)cc1	-2	-3%	u	x	-7%	-4	-1	2%	-3%	3
CC(C)(Cl)[N+](=O)[O-]	x	x	-4%	x	5%	8	-6	6%	7%	-6
Cc1ccc(OCC(=O)Nc2ccc3c(c2)CCC3)c([N+](=O)[O-])n1	0	-13%	u	11%	1%	2	-29	x	13%	-5
CCCC[C@@H]1CN=C(N)N1CCc1cc(C(F)(F)F)cc(C(F)(F)F)c1	-1	-7%	u	-3%	4%	-1	-7	-6%	18%	-7
COC(=O)N(c1ccc(OC)cc1)P1(=S)OCCC(C)O1 (configuration not stated)	4	0%	u	-2%	-19%	-6	-8	1%	-4%	1
CN1/C(=C\C=C2C(=O)NC(=O)NC2=O)C(C)(C)c2ccccc21	-1	u	-2%	-2%	-2%	-1	14	3%	-4%	-4

Part of the list above in order of molecular weight, ascending.
SMILES	FBPA coupling cs	CXXC DNA block	BCR signal inh	GALK inhibitor	Tb PFK block	TSHR antagonist	Giardia kill	TCR activator	AT treatment	hERG WT inh
CC(C)(Cl)[N+](=O)[O-]	x	x	-4%	x	5%	8	-6	6%	7%	-6
CN1/C(=C\C=C2C(=O)NC(=O)NC2=O)C(C)(C)c2ccccc21	-1	u	-2%	-2%	-2%	-1	14	3%	-4%	-4
CC(C)c1ccc(N2C(=O)NC(=O)/C(=C\c3cnc(-c4ccccc4)nc3)C2=O)cc1	11	-28%	2%	2%	-4%	-6	-21	6%	-4%	-2
COC(=O)C(O)(c1ccc(N(C)C(=O)c2ccc(Cl)c(Cl)c2)cc1)C(F)(F)F (configuration not stated)	5	-2%	-1%	0%	1%	6	12	-6%[46.1 µM]	3%	-9
CCOC(=O)c1ccc(-[n+]2c(-c3ccccc3)cc(-c3ccccc3)cc2-c2ccccc2)cc1	x	x	u	x	0%	-22	17	13%	8%	-12

Continued.
SMILES	FBPA coupling cs	CXXC DNA block	BCR signal inh	GALK inhibitor	Tb PFK block	TSHR antagonist	Giardia kill	TCR activator	AT treatment	hERG WT inh
Cn1cc(CCC(=O)N2CCC3(CC2)OCCO3)c2ccccc21	2	-4%	2%	-2%	-1%	11	2	-6%	-6%	-5
COc1ccc(O)c(C(C)(C)C)c1	-1&-5	5%	3%	-3%	0%	12	-17	3%	-5%	1
Cc1cc(C=O)c(C)n1C1CCCCC1	-10	1%	-4%	0%	3%	-6	9	5%	1%	2
CCOCN(C(=O)CCl)c1c(C)cccc1CC	0	x	u	x	15%	-17	-23	-9%	1%	4
O=C(Nc1ccc(Cl)cc1C(=O)c1ccccc1Cl)c1ccco1	7	-3%	1%	-1%	-1%	-13	-10	2%	-7%	1
Cn1c(O)c(C=NCCN2CCN(C(=O)Nc3ccccc3)CC2)c(=O)n(C)c1=O	0	6%	-1%	5%	1%	-4	2	2%	4%	0
CCOP(=O)(C#CC(C)(C)C)C(C)(O)c1ccccc1 (configuration not stated)	0	4%	u	6%	3%	1	1	-5%	-3%	5

Bioassay records (PubChem)

Not all compounds are listed; count on the stated rates, not on these rows.
